FUS suppressor: qHTS for Suppressors of FUS Proteinopathy: Primary screen using FUS-linked yeast assay | S. cerevisiae FUS-expressing, growth rescue, OD600, 24 h | Potency, µM (series often up to 76.6 µM), for inactives: top-dose growth rescue (activation), hits mostly activators | 390,000 tested, 0.24% active | AID 1347120, 2019;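 also: plate controls were DMSO vehicle for no effect and reference control for full effect; nearly all actives have a fitted effect of over 55% in size; some results filed as inactive show a strong effect at the top dose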
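Galactose (2%) drives FUS expression in yeast precultured in raffinose; seeding density OD 0.005. Test compounds incubated 24hr at 30C and 99% humidity before absorbance at 600 nm was measured.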
Abeta rescue: qHTS for compounds that reverse cellular toxicity of Amyloid beta (A-beta) peptide in yeast: Primary Screen; yeast expressing A-beta42, growth rescue, OD600, 48 h; response scale: 0% DMSO, 100% iron-clioquinol control; Potency, µM (series often up to 46.1 µM), without a hit: at the top dose growth rescue, usual class: activators; 410,000 tested, 0.063% active; also: nearly all actives have a fitted effect of over 55% in size
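Growth rescue measured by 600 nm absorbance after 48 h yeast culture at 30 C with compound. Values normalized between DMSO and an equimolar ferric chloride plus clioquinol control.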
* = called active by the depositor; ? = inconclusive; [ ] = remark or other dose. Calls follow the shape of the dose curve; as a rule, active = well fitted activation curve with a large enough effect; inconclusive = small, poorly fitted or top-dose-only effect; inactive = no such curve, though single readings can be large or run the other way. Potency is read from the fitted curve at half-maximal effect. Not all compounds are listed (hit frequency here may not be typical).

SMILES,FUS suppressor,Abeta rescue
Cc1cccc(-c2nc(Cn3c(SCc4cccc(C(F)(F)F)c4)nc4ccncc43)c(C)o2)c1,36%,-18%
CCCCNC(=O)C(CC)Sc1nc2ccccc2c(=O)n1Cc1ccco1 (centres undefined),-6%,-16%
COc1ccccc1OCc1nnc(-c2ccccc2)o1,-19%,5%
CC(=O)N1CCCc2cc(S(=O)(=O)N(C)CC(=O)Nc3cccc(C)c3C)ccc21,3%,-14%
COCCNc1ccc2cc(S(=O)(=O)N3CCCCC3)ccc2n1,-8%,-9%
COc1ccc(NC(=O)CSc2cn(CCNC(=O)c3c(F)cccc3F)c3ccccc23)cc1,28%,-14%
Cc1ccc(S(=O)(=O)C(CNC(=O)C(=O)NCc2ccc(Cl)cc2)c2cccs2)cc1 (centres undefined),12%,-9%
COc1ccc(C2C=C(c3ccc(Cl)cc3)Nc3nc(-c4ccc(Cl)cc4)nn32)cc1 (centres undefined),-11%,-23%
COc1ccc(CC(=O)NCC(c2ccc(Cl)cc2)N2CCOCC2)cc1 (centres undefined),5%,13%
Cc1ccc(OCC(=O)Nc2ccc3nc(SCCOc4ccccc4)sc3c2)cc1,0%,-23%
COC(=O)c1cc(S(=O)(=O)N2CCN(c3ccc(OC)cc3)CC2)c[nH]1,-7%,-3%
Cc1ccc(-n2c3nc(=O)[nH]c(=O)c-3cc3c(C)nn(-c4ccccc4)c32)cc1C,-8%,-13%
CC(=O)N1CCc2c(sc3c2c(=O)n(-c2ccccc2)c(=O)n3CC(=O)c2ccc(Cl)cc2)C1,-17%,-5%
CCCSc1ncc(Cl)c(C(=O)Nc2c(C(=O)Nc3ccccc3)oc3ccccc23)n1,-23%,4%
CC(C)Oc1ccc(CNC(=O)c2cnc3sc(N4CCCCCC4)nn3c2=O)cc1,-3%,-12%
COc1ccc(Br)cc1CNC(=O)CN1C(=O)CSc2ccc(S(=O)(=O)N3CCOCC3)cc21,26%,-8%
Cc1cccc(N2CCN(C(=O)CCCCn3c(=O)[nH]c4ccsc4c3=O)CC2)c1C,?,0%
Cc1c(Cl)cccc1NC(=O)CN(CCc1ccccc1)S(=O)(=O)c1ccccc1,-3%,2%
CC(=O)c1ccc(NS(=O)(=O)c2c(C)nc3scc(C)n3c2=O)cc1,-10%,-16%
CCC(Sc1nnc2c(n1)[nH]c1ccccc12)C(=O)Nc1nnc(C(C)C)s1 (centres undefined),4%,-19%
CN1CCN(C(=O)C(=O)Nc2c3c(nn2-c2cccc(Cl)c2)CSC3)CC1,0%,2%
Cc1ccc(Cn2c(=O)n(CCCCC(=O)NCCc3ccc(Cl)cc3)c(=O)c3ccccc32)cc1,-4%,4%
COc1ccc(CNC(=O)C2=CC(c3cccc(OC)c3)=NS(=O)(=O)N2C)cc1,42%,4%
Cc1cc(C)c(NC(=O)C2CCN(C(=O)N3CC(C)Oc4ccc(Cl)cc43)CC2)c(C)c1 (centres undefined),?,14%
CCOc1cc(C#N)c(NC(=O)Cn2nnc(-c3ccc(C)cc3)n2)cc1OCC,-11%,1%
CC(C)(C)C1CCc2c(sc3nc(-c4cc5ccccc5oc4=O)[nH]c(=O)c23)C1 (centres undefined),-4%,1%
CC(C)Cn1cc(NC(=O)NCc2ccc(Cl)cc2)c2ccccc2c1=O,1%,-19%
CCOC(=O)c1cc(S(=O)(=O)NCc2ccccc2)[nH]n1,-17%,21%
Cc1noc(C)c1S(=O)(=O)N(CC(=O)Nc1ccc(C(F)(F)F)cc1)c1ccc(C(C)C)cc1,-7%,1%
CCn1cc(S(=O)(=O)c2ccccc2)c(=O)c2cc(C)ccc21,5%,-22%
CC(=O)N1CCc2cc(Br)cc(S(=O)(=O)N3CCN(c4cc(C)ccc4C)CC3)c21,-24%,-14%
CCCCc1nn2c(=O)cc(COC(=O)c3cccc(NC(=O)c4cccs4)c3)nc2s1,-11%,-18%
CCOc1ccc(CCNC(=O)CCN2N=C(c3ccc(OC)cc3)CCC2=O)cc1OCC,25%,-3%
N#C/C(=C\c1c(Oc2ccc(F)cc2)nc2ccccn2c1=O)c1nc2ccccc2s1,26%,-10%
CC(C)(C)OC(=O)N1CCC(c2c(C(=O)Nc3ccc4c(c3)OCO4)cnn2-c2ccc(F)cc2F)CC1,?,0%
CCOC(=O)c1c(C)oc2nc(C)nc(NCc3ccccc3OC)c12,-17%,10%
CC(=O)c1cccc(NC(=O)c2c(N3CCCC3=O)c3cc(F)ccc3n2C)c1,27%,-17%
COc1ccc(CNC(=O)C2CCN(S(=O)(=O)c3ccc(F)cc3)CC2)cc1,-5%,-7%
COc1cc(C(=O)Nc2ccc3oc(-c4ccc(C)c(Br)c4)nc3c2)cc(OC)c1OC,12%,-6%
COc1ccc(N2Cc3cccc(C(=O)Nc4cccc(F)c4)c3C2=O)cc1,-11%,3%
Cc1oc(-c2cccc(Br)c2)nc1Cn1c(SCc2cccc(F)c2)nc2cccnc21,7%,?
CCN(CC)CCNC(=O)Cn1ncc2c3ccccc3n(Cc3ccccc3C)c2c1=O,-1%,-13%
CC1Cc2cc(S(=O)(=O)N(Cc3ccccc3)C(C)C)ccc2N1C(=O)C1CCC1 (centres undefined),?,-3%
Cc1ccc(NS(=O)(=O)c2ccc3c(c2)CCN3C(=O)C2CC2)c(C)c1,14%,1%
CC(C)Cn1c(CN2CCN(c3cccc(Cl)c3)CC2)nc2c1c(=O)[nH]c(=O)n2C,14%,-14%
CC(=O)N1CCc2cc(CNS(=O)(=O)c3ccccc3C(F)(F)F)ccc21,8%,20%
Cc1ccc(C)c(Cn2c(=O)n(Cc3ccccc3)c(=O)c3c(C)c(C)sc32)c1,-18%,0%
COc1cccc(NC(=O)Cn2c(=O)n(CCc3ccccc3)c(=O)c3c4c(sc32)CN(C(C)=O)CC4)c1,?,-29%
Cc1cc2ccccc2n1-c1ccc(C(=O)N2CCC(C(=O)NCc3ccc(F)cc3)CC2)s1,?,?
Cc1ccc(C(=O)Nc2ccc3nc(SCC(=O)N4CCc5ccccc54)sc3c2)cc1,-6%,-5%
COc1ccc(C2CC(=O)c3c([nH]c(C(=O)OC4CCCC4)c3C)C2)cc1OC (centres undefined),-5%,-12%
CCOc1ccc(CCNC(=O)Cn2nc(C)n3c(cc4occc43)c2=O)cc1OCC,-5%,-8%
COc1ccc(Oc2nc3c(c(=O)n(C)c(=O)n3C)n2Cc2ccccc2Cl)cc1,-2%,-16%
COc1ccc(-n2c(C)c(C(C)=O)c3cc(OC(=O)COc4ccccc4)ccc32)cc1,-21%,-12%
O=C(NCc1ccccc1Cl)c1ccc(NC(=O)N2CCCCc3ccccc32)cc1,13%,-9%
O=C(NCc1ccccc1Cl)C(=O)NCC(c1ccc2c(c1)OCO2)N1CCOCC1 (centres undefined),14%,27%

Remaining list, next part
SMILES,FUS suppressor,Abeta rescue
O=C(Nc1nnc2n1CCS2)c1ccccc1C(F)(F)F,2%,-12%
CCCn1c(CCC(=O)Nc2cc(Cl)c(OC)cc2OC)nc2cccnc21,2%,7%
CCOC(=O)c1ccccc1NC(=O)N1CCC(N2CCN(Cc3ccccc3)C(=O)C2=O)CC1,?,-7%
CC1CCCCN1C(=O)CSc1n[nH]c(-c2ccccc2)n1 (centres undefined),-20%,10%
CCc1ccccc1NS(=O)(=O)c1ccc2c(c1)CCN2C(=O)C1CC1,4%,-2%
Fc1ccc(Nc2nc(SCc3ccc(Cl)cc3)nc3ccccc23)cc1,35%,-65%[inhibitor]
COc1ccc(C(=O)COC(=O)CCCC(=O)Nc2cc(C(F)(F)F)ccc2Cl)cc1,15%,4%
CSc1cccc(NC(=O)C2CCN(C(=O)c3cnn(-c4ccccc4)c3-n3cccc3)CC2)c1,?,-12%

Overlap with the part before: two entries, then new ones.
SMILES,FUS suppressor,Abeta rescue
COc1ccc(C(=O)COC(=O)CCCC(=O)Nc2cc(C(F)(F)F)ccc2Cl)cc1,15%,4%
CSc1cccc(NC(=O)C2CCN(C(=O)c3cnn(-c4ccccc4)c3-n3cccc3)CC2)c1,?,-12%
Cc1ccc(C)c(NC(=O)CSc2nncn3c2cc2sccc23)c1,-10%,6%
COc1ccc(-n2c(=O)c3sc4ccccc4c3n(CC(=O)Nc3cccc(C)c3)c2=O)cc1,-18%,-14%
COc1ccc(CCC(=O)N2CCc3c([nH]c4ccccc34)C2c2ccc(F)cc2)cc1 (centres undefined),6%,5%
Cc1cc(C)c2c(=O)cc(C(=O)NCc3ccc(S(N)(=O)=O)cc3)oc2c1,2%,-9%
CC(NC(=O)CCCC1=NS(=O)(=O)c2ccccc2N1)c1ccccc1 (centres undefined),-15%,-15%
Clc1ccc(CNc2nc3ccccc3c3nc(-c4cccnc4)nn23)cc1,-2%,-19%
Cc1ccc(NC(=O)c2oc3ccc(S(=O)(=O)N4CCCCC4)cc3c2C)c(C)c1,2%,-8%
COc1ccccc1NC(=O)Cn1c(=O)n(Cc2nc(C)no2)c(=O)c2cc3c(cc21)OCO3,-3%,-7%
COc1ccc(NC(=O)c2c(NC(=O)COc3ccccc3)sc3c2CCC(C)C3)cc1 (centres undefined),-9%,12%
Cc1coc2cc3oc(=O)c(CC(=O)NCCc4ccccc4)c(C)c3cc12,-25%,1%
O=C(NCCn1cc(SCc2ccc(F)cc2)c2ccccc21)c1cccs1,38%,5%
Cc1ccc(CN(C(=O)COc2ccc(Cl)c(C)c2)C2CCS(=O)(=O)C2)o1 (centres undefined),27%,-5%
COc1ccc(OCc2ccc(-c3nc(C#N)c(N4CCN(c5ccccc5)CC4)o3)o2)cc1,-18%,-2%
CC(=O)c1cccc(NC(=O)CSc2nc3ccccc3nc2Cc2ccc(F)cc2)c1,-8%,-14%
Cc1cccc(C)c1NC(=O)Cn1c(=O)n(CCCS(=O)(=O)C2CCCCC2)c(=O)c2ccccc21,-31%,-2%
CCOc1ccccc1-n1nnc(S(=O)(=O)c2ccc(C)cc2)c1N,-10%,-6%
Cc1nc(-c2ccccc2)sc1-c1ccc(SCC(=O)Nc2ccccc2)nn1,14%,-48%[inhibitor]
CC1=C(C(=O)OCC2CCCCC2)C(c2ccc(Cl)cc2)CC(=O)N1 (centres undefined),3%,-6%
Cc1ccc(C(=O)COC(=O)c2cccc(NC(=O)c3ccc(Cl)cc3Cl)c2)cc1,1%,3%
CCOc1ccccc1NC(=O)C(C)Sc1nc2c(c(=O)[nH]1)CCCC2 (centres undefined),-5%,-1%
Cc1ccc(NS(=O)(=O)c2ccc3c(c2)CC(C)N3C(=O)C2CCC2)cc1Cl (centres undefined),6%,9%
CCCCn1c(SCC(=O)Nc2cccc(OC)c2)nc2c(sc3ccccc32)c1=O,23%,-6%
CN1C(=O)CC(C(=O)Nc2ccc(C(=O)O)cc2)SC1=Nc1ccc(Cl)cc1 (centres undefined),-13%,-5%
CCc1ccccc1Nc1nn2c(=O)c3ccc(C(=O)NCCCOC(C)C)cc3nc2s1,11%,-11%
CC(C)c1ccc(NC(=O)CCS(=O)(=O)c2ccc(Br)s2)cc1,23%,-9%
O=C(Nc1ccccc1C(F)(F)F)c1cc2nc(-c3ccccc3)cc(-c3ccccc3)n2n1,-17%,-13%
CCCNC(=O)C1CCN(c2ncnc3c2nc2n3CCCCC2)CC1,-5%,-8%
CCOc1ccc(C2c3c(oc4ccc(C)cc4c3=O)C(=O)N2c2nc(C)c(C)s2)cc1OC (centres undefined),-5%,7%
Cc1ccc(OCCSc2nc3ccc(NC(=O)c4ccco4)cc3s2)cc1,7%,-26%
Cc1ccc(C)c(CS(=O)(=O)c2cn(CC(=O)N(C(C)C)C(C)C)c3ccccc23)c1,8%,7%
Cc1ccc(NC(=O)CSc2nc(-c3ccccc3Cl)nc3cc(=O)[nH]n23)c(C)c1,6%,-19%
CC(C)c1ccc(S(=O)(=O)Nc2ccc3oc4c(c3c2)C(=O)CC(C)(C)C4)cc1,-15%,-7%

Shown with values under each structure: entries from further up
Results follow in this order: FUS suppressor	Abeta rescue
> Cc1ccc(C(=O)COC(=O)c2cccc(NC(=O)c3ccc(Cl)cc3Cl)c2)cc1
→ 1%	3%
> CCOc1ccccc1NC(=O)C(C)Sc1nc2c(c(=O)[nH]1)CCCC2 (centres undefined)
→ -5%	-1%

Copied from the list.
CCOc1ccc(C2c3c(oc4ccc(C)cc4c3=O)C(=O)N2c2nc(C)c(C)s2)cc1OC (centres undefined) in FUS suppressor: -5%
Cc1ccc(NC(=O)CSc2nc(-c3ccccc3Cl)nc3cc(=O)[nH]n23)c(C)c1 in FUS suppressor: 6%
Cc1ccc(OCCSc2nc3ccc(NC(=O)c4ccco4)cc3s2)cc1 in FUS suppressor: 7%
CCCNC(=O)C1CCN(c2ncnc3c2nc2n3CCCCC2)CC1 in Abeta rescue: -8%
O=C(Nc1ccccc1C(F)(F)F)c1cc2nc(-c3ccccc3)cc(-c3ccccc3)n2n1 in Abeta rescue: -13%

Carrying on:
SMILES,FUS suppressor,Abeta rescue
COc1cccc(C(=O)N2CCC(c3nc4ccccc4s3)CC2)c1,27%,0%
CC1CN(C(=O)N2CCC(C(=O)NCc3ccco3)CC2)c2cc(Cl)ccc2O1 (centres undefined),-12%,14%
CCOC(=O)c1nnc2c(-c3ccc(Cl)cc3)c(C)nn2c1N,-2%,-9%
CCN(CCCNC(=O)c1cc2c(=O)n(C)c3ccccc3c2s1)c1ccccc1,1%,-12%
